HT1080 IDH1KD tx – toxicity to HT-1080 IDH1 knockdown cells (counter line). HT-1080 IDH1 knockdown viability, ATP luminescence, 48 h. Potency, µM (titrated, usually from 46.1 µM), inactives show at the highest dose activity, negative = toxicity, usual class: cytotoxic. actives 2% (n = 360,000);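 note: potency is the fitted concentration of half-maximal effect; 0% = DMSO wells and -100% = cell-free medium wells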
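Knockdown cells (IDH1KD HT-1080) received compounds 2 h after plating at 750 cells/well and were kept 48 h at 37 °C in 5% FBS RPMI. A CellTiter-Glo luminescence read gave % activity for curve fitting.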
KB-V1 cytotox – kills drug-selected multidrug resistant KB-V1 cells; KB-V1 MDR cells viability, CellTiter-Glo, 72 h; Potency, µM (titrated, usually from 46.1 µM), without a hit: top-dose activity change, negative = cytotoxicity, usual class: cytotoxic; actives 3.4% (n = 400,000); AID 1347076; note: potency is the fitted concentration of half-maximal effect; % is set by controls: 0 for no effect and ±100 for the full control effect; nearly all actives have a fitted effect of over 60% in size
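qHTS viability screen in drug-selected KB-V1 MDR cells: 72 h compound treatment at 37 degrees C, ATP luminescence end point.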
KB-3-1 tox – kills parental KB-3-1 adenocarcinoma cells | Potency, µM (top dose mostly 46.1 µM), inactives show at the highest dose activity change, negative = cytotoxic, actives largely listed as cytotoxic | KB-3-1 viability, CellTiter-Glo ATP luminescence, 72 h | actives 1.4% (n = 400,000); note: potency is the fitted concentration of half-maximal effect; % is set by controls: 0 for no effect and ±100 for the full control effect; nearly all actives have a fitted effect of over 60% in size
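KB-3-1 cells, DMEM (no phenol red) + 10% FBS; compound by pin transfer, 72 h, 37 °C. Readout: CellTiter-Glo luminescence after 10 min. Data normalized, curve-fitted.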
DRD3 antagonist – antagonists of human D3 dopamine receptor; actives 2.5% (n = 360,000); max response, negative = inhibition, %; P35462; D3R cells, DiscoveRx beta-arrestin luminescence, antagonist mode; active compounds read low; in the data active = max response below about -50%; inconclusive = no clear call, values can overlap the other calls; note: % is set by controls: 0 for no effect and ±100 for the full control effect; mostly tested at two doses, the higher about 12 µM
Target sequence (P35462 whole entry, looked up): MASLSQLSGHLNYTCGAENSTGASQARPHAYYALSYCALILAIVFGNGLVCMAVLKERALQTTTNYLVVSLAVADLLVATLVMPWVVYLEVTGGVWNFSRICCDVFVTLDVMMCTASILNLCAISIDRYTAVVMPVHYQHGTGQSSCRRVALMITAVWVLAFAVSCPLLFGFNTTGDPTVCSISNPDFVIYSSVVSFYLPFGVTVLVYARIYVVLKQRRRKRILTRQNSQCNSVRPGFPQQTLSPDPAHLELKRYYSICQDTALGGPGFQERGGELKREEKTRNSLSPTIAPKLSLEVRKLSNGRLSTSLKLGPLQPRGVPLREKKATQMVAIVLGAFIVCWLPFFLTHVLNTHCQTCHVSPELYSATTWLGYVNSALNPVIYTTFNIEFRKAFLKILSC
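Cells expressing the human receptor were seeded at 1500 cells/well, incubated overnight at 37 degrees C in 5% CO2, then exposed to library compounds with dopamine controls for 90 minutes at 37 degrees C before luminescent detection.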
IL1B secr inh – inflammasome signaling inhibition, IL-1 beta readout; THP-1 LPS/ATP IL-1B secretion, AlphaLISA, 16 h; active compounds read low; activity change, % at 57.5 µM; actives 4.7% (n = 360,000); in the data active = activity change below about -50%; inconclusive = mostly about -30% to -49%; note: % is set by controls: 0 for no effect and ±100 for the full control effect
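Secreted IL-1B measured by AlphaLISA bead assay after 16 h compound exposure of THP-1 cells; compounds (final up to 57.5 uM) added 1 h before LPS (250 ng/mL) and ATP (1.25 mM) stimulation; lower signal means less secretion.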
HT1080NT lethal – kills 2HG-producing HT-1080-NT fibrosarcoma cells | Potency, µM (top dose mostly 46.1 µM), without a hit: top-dose activity, negative = less viability, actives largely listed as cytotoxic | actives 1.6% (n = 360,000) | HT-1080-NT fibrosarcoma viability, CellTiter-Glo ATP luminescence, 48 h;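 note: NT is the 2HG producing partner of a matched IDH1 knockdown line; potency is the fitted concentration of half-maximal effect; 0% = DMSO-treated cells and -100% = media-only wells without cells; nearly all actives have a fitted effect of over 55% in size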
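Read-out is CellTiter-Glo luminescence after 10 minutes at room temperature, following 48 hours' compound treatment of HT-1080-NT cells (750 cells/well, RPMI, 5% FBS, 37 degrees C).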
GLP1R ag – GLP-1 receptor (human) agonism. HEK293 GLP-1R CRE-luciferase, luminescence, 4-6 h; cells express a hypersensitive GLP-1R form. actives 0.007% (n = 380,000). AID 624172. Potency, µM (highest dose often 45.6 µM), inactives show top-dose activation, actives largely listed as activators. P43220; note: potency is the fitted concentration of half-maximal effect; % of control where 0% means no effect
Target sequence (P43220 whole entry, looked up): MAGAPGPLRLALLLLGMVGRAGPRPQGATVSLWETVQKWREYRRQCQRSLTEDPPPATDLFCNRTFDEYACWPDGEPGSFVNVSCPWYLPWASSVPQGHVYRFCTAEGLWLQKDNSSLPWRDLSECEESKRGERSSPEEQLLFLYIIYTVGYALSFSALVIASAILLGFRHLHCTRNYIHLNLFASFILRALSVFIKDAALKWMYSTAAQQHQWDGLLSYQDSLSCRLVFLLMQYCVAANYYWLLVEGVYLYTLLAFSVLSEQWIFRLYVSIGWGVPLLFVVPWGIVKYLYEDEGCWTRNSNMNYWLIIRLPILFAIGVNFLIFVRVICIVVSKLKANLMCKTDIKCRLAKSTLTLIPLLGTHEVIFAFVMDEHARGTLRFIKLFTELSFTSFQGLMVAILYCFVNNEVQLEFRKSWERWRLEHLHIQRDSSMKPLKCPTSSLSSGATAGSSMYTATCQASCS
DRD3 agonist – activates the human D3 dopamine receptor. D3R DiscoveRx beta-arrestin cells, luminescence, 90 min. max activation, %. AID 652048. P35462. actives 0.58% (n = 410,000); in the data active = max activation above about 30%; note: 0% is about no effect; mostly tested at two doses, the higher about 12 µM
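Agonist mode: compounds and dopamine controls were applied to plated cells for 90 min at 37 degrees C after an overnight attachment at 1500 cells/well. Luminescent read-out followed 30 - 60 minutes at room temperature with DiscoveRx detection reagent.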
SW480 rerep – DNA re-replication induction in SW480 cells. Potency, µM (titrated, usually from 46.1 µM), for the others: at the top dose re-replication activation, hits mostly activators. actives 1.8% (n = 340,000). SW480 DNA re-replication, Hoechst DNA content imaging, 48 h; note: potency is the fitted concentration of half-maximal effect; % of control where 0% means no effect; nearly all actives have a fitted effect of over 55% in size
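First, 250 cells per well were seeded. Next, compound or vehicle (23 nL) was pinned in, plates sat 48 hr at 37 C. Finally Hoechst was added for 40 min before fluorescence scanning.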
Numbers without * were called inactive; ? = inconclusive; · = not tested or not shown; [ ] = remark or other dose. Unless noted, calls come from the whole dose curve; as a rule, active = well fitted curve in the direction sought with a large enough effect; inconclusive = small, poorly fitted or top-dose-only effect, or another doubt; inactive = no such curve, though single readings can be large; an effect the other way counts as inactive or inconclusive.

SMILES	HT1080 IDH1KD tx	KB-V1 cytotox	KB-3-1 tox	DRD3 antagonist	IL1B secr inh	HT1080NT lethal	GLP1R ag	DRD3 agonist	SW480 rerep
CCc1ccccc1N(CC)C(=O)c1cc2c(s1)-c1ccccc1OC2	·	-30%	-22%	·	·	·	-1%	-3	·
Cc1cc(SCc2ccccc2F)nc(=O)[nH]1	10%	1%	1%	17	0	13%	-1%	0	-8%
O=C(Nc1ccccc1)Nc1nnc(SCc2ccc(Cl)cc2)s1	1%	0%	8%	14	25	-1%	2%	3	?
CCN(c1ccccc1)S(=O)(=O)c1ccc(F)cc1C	9%	11%	10%	15	-13	9%	-6%	0	0%
NC(c1csc(NC(=O)Nc2ccc(OC(F)(F)F)cc2)n1)C1CCCCC1 (stereo not given)	?	?	?	1	-112*	16µM*	-21%	-2	·
CCC(C)c1ccc(NC(=O)C/C(C)=N/NC(=O)c2cnccn2)cc1 (stereo not given)	16%	5%	20%	-10	0	6%	-11%	6	-35%[inhibitor]
CC(C)(C)c1ccccc1NC(=O)c1ccc2c(c1)SC1=NS(=O)(=O)CCN12	3%	14%	22%	7	-26	17%	18%	0	-84%[inhibitor]
C/C(=N\OC(=O)c1ccccc1F)c1nccs1	1%	0%	0%	2	9	1%	0%	1	-3%
Cc1ccc(C(=O)COc2ccccc2C(=O)Nc2ccccc2)cc1	4%	?	-1%	-23	-8	1%	-1%	-18	2%
CCCCCc1c(-c2ccc(F)cc2)ncn1CCc1ccccc1OC	?	12µM*	18µM*	6	-51*	?	-1%	2	·
COc1ccc(Oc2coc3c(CN4CCOCC4)c(O)ccc3c2=O)cc1	-1%	14%	?	-3	-9	6%	3%	3	-16%
COCCn1nnnc1C(c1ccccn1)N1CCN(c2cc(C)ccc2C)CC1 (stereo not given)	-6%	?	-11%	-24	3	-2%	-4%	-6	-1%
COc1ccc2[nH]c3c4c(ccc3c2c1)C(=O)C=CC4=O	16µM*	15%	9.2µM*	-105*	-77*	13µM*	11%	-18	3.3µM*
COc1cc(/C=N/NC2=NCCCCC2)ccc1O	13%	10%	-1%	5	9	?	0%	-8	-6%
CCOC(=O)N1CCN(C(=O)C2CC(c3ccccc3OC)=NO2)CC1 (stereo not given)	?	12%	-5%	26	-12	14%	-10%	-20	-3%
CCSc1nnc(NC(=O)NC2CCCCC2)s1	-1%	6%	3%	4	7	12%	23%	-2	-8%
O=C(CC(c1ccccc1)C1CCCCC1=O)c1ccccc1 (stereo not given)	13%	-13%	3%	-12	12	-1%	-5%	-7	5%
O=C(CNC(=O)C(c1ccccc1)c1ccccc1)OCc1ccccc1	6%	0%	8%	1	13	8%	-4%	2	0%
COC(=O)[C@@H](NC(=O)Nc1ccc(C(C)=O)cc1)C(C)C	-4%	30%	-19%	25	10	12%	-18%	19	-6%
COc1ccc(-c2nc3c4ccccc4ccn3c2CN2CCOCC2)cc1OC	6%	16µM*	0%	-2	?	-14%	19%	5	-16%
O=C(NCc1cccnc1)c1cc(C2CCCN(C(=O)CCCc3ccccc3)C2)on1 (stereo not given)	14%	?	0%	34	24	?	-3%	8	·
COC(=O)c1c(NC(=O)C(=O)NCC2CCCO2)sc2c1CC(C)(C)OC2 (stereo not given)	19%	-9%	-9%	14	-15	2%	3%	3	3%
COC(=O)c1ccc(OCC2c3cc(OC)c(OC)cc3CCN2C(=O)c2ccc(OC)cc2)cc1 (stereo not given)	·	17%	-2%	·	·	·	27%	6	·
O=C(NCCCN1CCOCC1)C(=O)N/N=C/c1cccc2ccccc12	8%	0%	7%	5	0	7%	-1%	-3	-99%[inhibitor]
Cc1ccc(NC(=O)C2CC(=O)N/C(=N/N=C/c3ccco3)S2)cc1 (stereo not given)	4%	0%	8%	11	2	0%	-1%	3	-5%
CCn1c(SCC(=O)Nc2cc(C)on2)nnc1-c1cccc(C)c1	0%	?	18%	1	3	7%	9%	4	-1%
CCOc1ccc(Nc2nc(N)c([N+](=O)[O-])c(N3CCN(CC)CC3)n2)cc1	-13%	5%	-1%	?	-26	-24%	15%	0	2%
CC(NC(=S)Nc1c(Cl)cccc1OC(F)F)C(C)(C)C (stereo not given)	3%	5%	-3%	4	4	2%	15%	4	0%
COc1cccc(C(O)c2nc(-c3ccc(Cl)cc3)cs2)c1 (stereo not given)	?	3%	0%	16	1	?	-1%	2	·
Cc1ccc(N2CN(Cc3ccco3)CNC2=S)cc1	17%	-11%	11%	-19	0	15%	6%	1	3%

Complete entries as entered above. Screens in order: HT1080 IDH1KD tx, KB-V1 cytotox, KB-3-1 tox, DRD3 antagonist, IL1B secr inh, HT1080NT lethal, GLP1R ag, DRD3 agonist, SW480 rerep
CCOc1ccc(Nc2nc(N)c([N+](=O)[O-])c(N3CCN(CC)CC3)n2)cc1 across the screens: -13%, 5%, -1%, ?, -26, -24%, 15%, 0, 2%
O=C(NCc1cccnc1)c1cc(C2CCCN(C(=O)CCCc3ccccc3)C2)on1 (stereo not given) across the screens: 14%, ?, 0%, 34, 24, ?, -3%, 8, ·

Later entries
SMILES	HT1080 IDH1KD tx	KB-V1 cytotox	KB-3-1 tox	DRD3 antagonist	IL1B secr inh	HT1080NT lethal	GLP1R ag	DRD3 agonist	SW480 rerep
CC(=NNC(=S)N1CC2CCC(CC2)C1)c1cccc(C)n1	?	?	?	-73*	-110*	-21%	-10%	1	0.41µM*
C#CCNC(=O)C[C@@H]1C[C@@]2(C(=O)OC)CCCCC=C2N(Cc2ccc(Cl)cc2Cl)C1=O	-26%	0%	1%	23	-19	-18%	1%	4	·
Cc1cnc(NC(=O)c2nn(C)cc2[N+](=O)[O-])s1	?	?	?	-3	-94*	?	2%	3	3.7µM*
O=C(O)CC(CC(=O)O)n1cccc1	12%	6%	-1%	5	3	13%	-1%	2	-4%
O=C(CN(C(=O)c1csnn1)c1ccccc1F)NCc1ccccc1	8%	-2%	-10%	8	0	?	2%	1	-12%
C=CCN1C=C2C(=O)C(C)(OC(=O)CCc3ccccc3)C(=O)C=C2C=C1c1ccc(C#N)cc1 (stereo not given)	-1%	-21%	8%	29	25	3%	-5%	-13	0%
O=c1[nH]c(/C=C\c2cccc(C(F)(F)F)c2)nc(O)c1[N+](=O)[O-]	5%	-7%	-3%	-29	-8	-1%	-2%	-7	-1%
CCc1nnc(NC(=O)c2ccc3c(=O)n4c(nc3c2)CCC4)s1	-2%	8%	2%	9	-2	1%	3%	-2	·
COc1ccc(C(=O)NC(=S)NNC(=O)c2ccc3ccccc3n2)cc1	?	?	-21%	3	48	-25%	4%	18	-124%[inhibitor]
CS(=O)(=O)Nc1ccccc1C(=O)Nc1ccccc1Cl	2%	11%	8%	-10	21	5%	-9%	3	-1%
N#Cc1c(-c2ccccc2)c(-c2ccccc2)n[nH]c1=O	?	-3%	?	-14	0	?	3%	-8	?
Cc1cc(OCC(=O)NCC(C)C)cc(C)c1Br	1%	0%	-2%	-20	-10	6%	7%	-1	2%
COc1ccc(NC2CCCN(C(=O)CCc3ccccc3F)C2)cc1 (stereo not given)	9%	-24%	5%	9	8	4%	-2%	2	4%
N#Cc1ncc(Cl)c2ccccc12	-1%	20%	0%	24	-3	15%	9%	0	-30%

Arranged by count of non-hydrogen atoms (high to low): part of the list above.
SMILES	HT1080 IDH1KD tx	KB-V1 cytotox	KB-3-1 tox	DRD3 antagonist	IL1B secr inh	HT1080NT lethal	GLP1R ag	DRD3 agonist	SW480 rerep
C=CCN1C=C2C(=O)C(C)(OC(=O)CCc3ccccc3)C(=O)C=C2C=C1c1ccc(C#N)cc1 (stereo not given)	-1%	-21%	8%	29	25	3%	-5%	-13	0%
C#CCNC(=O)C[C@@H]1C[C@@]2(C(=O)OC)CCCCC=C2N(Cc2ccc(Cl)cc2Cl)C1=O	-26%	0%	1%	23	-19	-18%	1%	4	·
CCOc1ccc(Nc2nc(N)c([N+](=O)[O-])c(N3CCN(CC)CC3)n2)cc1	-13%	5%	-1%	?	-26	-24%	15%	0	2%
O=C(NCCCN1CCOCC1)C(=O)N/N=C/c1cccc2ccccc12	8%	0%	7%	5	0	7%	-1%	-3	-99%[inhibitor]
COc1ccc(NC2CCCN(C(=O)CCc3ccccc3F)C2)cc1 (stereo not given)	9%	-24%	5%	9	8	4%	-2%	2	4%
Cc1ccc(NC(=O)C2CC(=O)N/C(=N/N=C/c3ccco3)S2)cc1 (stereo not given)	4%	0%	8%	11	2	0%	-1%	3	-5%
CCc1nnc(NC(=O)c2ccc3c(=O)n4c(nc3c2)CCC4)s1	-2%	8%	2%	9	-2	1%	3%	-2	·
O=c1[nH]c(/C=C\c2cccc(C(F)(F)F)c2)nc(O)c1[N+](=O)[O-]	5%	-7%	-3%	-29	-8	-1%	-2%	-7	-1%
CC(=NNC(=S)N1CC2CCC(CC2)C1)c1cccc(C)n1	?	?	?	-73*	-110*	-21%	-10%	1	0.41µM*
N#Cc1c(-c2ccccc2)c(-c2ccccc2)n[nH]c1=O	?	-3%	?	-14	0	?	3%	-8	?
Cc1ccc(N2CN(Cc3ccco3)CNC2=S)cc1	17%	-11%	11%	-19	0	15%	6%	1	3%
Cc1cc(OCC(=O)NCC(C)C)cc(C)c1Br	1%	0%	-2%	-20	-10	6%	7%	-1	2%
O=C(O)CC(CC(=O)O)n1cccc1	12%	6%	-1%	5	3	13%	-1%	2	-4%
N#Cc1ncc(Cl)c2ccccc12	-1%	20%	0%	24	-3	15%	9%	0	-30%

Assay outcomes (PubChem BioAssay)
